ROS inducer = raises reactive oxygen species in U2OS cancer cells; U2OS ROS induction, H2DCF-DA fluorescence; ROS induction (% of piperlongumine), % at 10 µM; 46,000 compounds, 2% hits; in the data active = ROS induction above about 79%, passing the limit was not always enough; inconclusive = no clear call, values can overlap the other calls;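 also: 0% = DMSO vehicle median and 100% = reference compound median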
* hit, by the source's call; ? = inconclusive. The list is partial (hit frequency here may not be typical).

Start of the listing, in advance (4 entries):
SMILES | ROS inducer
CC(=O)Oc1ccc2occ(C(=O)CCN(C)C)c2c1 | 98*
CCOC(=O)c1ccc(N=C(N)SCc2ccc(Cl)cc2)cc1 | -1
CC1(NC(=S)Nc2ccc(O)cc2)CCS(=O)(=O)C1 (stereo unspecified) | 6
C[C@@H]1CN([C@H](C)CO)C(=O)c2cc(NS(=O)(=O)c3ccc(F)cc3)ccc2O[C@H]1CN(C)S(=O)(=O)c1cccs1 | -2

Main list, from the start:
SMILES | ROS inducer
CC(=O)Oc1ccc2occ(C(=O)CCN(C)C)c2c1 | 98*
CCOC(=O)c1ccc(N=C(N)SCc2ccc(Cl)cc2)cc1 | -1
CC1(NC(=S)Nc2ccc(O)cc2)CCS(=O)(=O)C1 (stereo unspecified) | 6
C[C@@H]1CN([C@H](C)CO)C(=O)c2cc(NS(=O)(=O)c3ccc(F)cc3)ccc2O[C@H]1CN(C)S(=O)(=O)c1cccs1 | -2
CCOC(=O)CN1C(=O)S/C(=C\c2ccccc2OCc2ccccc2F)C1=O | 103*
CC(=O)c1cn(CC(=O)NCC2CCCO2)c2ccccc12 (stereo unspecified) | -6
CCOC(=O)C1=C(c2ccccc2)NC(=S)NC1CC (stereo unspecified) | -9
COc1ccccc1CC(=O)NCc1ccc(-c2cccs2)cc1 | -8
C[C@@H]1CC[C@]2(C(=O)OC3OC(CO)C(OC4OC(CO)C(O)C(O)C4O)C(O)C3O)CC[C@]3(C)C(=CCC4[C@@]5(C)CC[C@H](O)[C@](C)(C(=O)O)C5CC[C@]43C)C2[C@]1(C)O (stereo partly specified) | -7
CNC[C@@H]1Oc2ccc(NC(=O)CCC(F)(F)F)cc2C(=O)N([C@H](C)CO)C[C@H]1C | -15
COc1ccc(C(C)(C)C)cc1NC(=S)Nc1ccc(S(=O)(=O)Nc2ncccn2)cc1 | -3
COc1ccccc1-n1cc(C(=O)NCC(=O)NCC2COc3ccccc3O2)c2ccccc2c1=O (stereo unspecified) | 5
C[C@@H]1CCCCO[C@@H](CN(C)C)[C@@H](C)CN([C@H](C)CO)C(=O)c2cc(NS(=O)(=O)c3ccccc3)ccc2O1 | -5
Cc1noc(C)c1NC(=O)Nc1ccc2c(c1)C(=O)N([C@H](C)CO)C[C@H](C)[C@H](CN(C)C(=O)CCCN(C)C)OCCCC[C@@H](C)O2 | 6
Cc1ccc(N(CC(=O)Nc2cc(Cl)ccc2Cl)S(C)(=O)=O)cc1C | -3
O=C(Cn1nnc(-c2cc(C(F)(F)F)cc(C(F)(F)F)c2)n1)c1ccc(Cl)cc1 | 0
C[C@H]1CN([C@@H](C)CO)C(=O)c2cc(NC(=O)CCC(F)(F)F)ccc2O[C@@H]1CN(C)Cc1ccccc1 | -5
N#Cc1ccc(C2SCCCS2)cc1 | -7
C=CC[C@]1(C(=O)N2CCOCC2)COC(c2ccc(OCCCO)cc2)=N1 | 13
COc1cc(C2C3=C(CCCC3=O)Nc3[nH]c(=O)[nH]c(=O)c32)cc(OC)c1OC (stereo unspecified) | 2
C[C@H]1CN([C@@H](C)CO)C(=O)c2cc(NS(=O)(=O)c3ccc(Cl)cc3)ccc2O[C@@H]1CN(C)S(=O)(=O)c1ccc(Cl)cc1 | 26
C[C@@H]1CN([C@H](C)CO)C(=O)c2cccc(NC(=O)Nc3ccc(C(F)(F)F)cc3)c2O[C@@H]1CN(C)C(=O)Nc1ccccc1 | 30
Oc1ccc(Br)cc1/C=N/n1cnnc1 | 6
C[C@H](CO)N1C[C@H](C)[C@H](CN(C)Cc2ccc(C(F)(F)F)cc2)Oc2ccc(NC(=O)C3CCCCC3)cc2CC1=O | 14
C[C@@H]1CN([C@@H](C)CO)C(=O)Cc2cc(NC(=O)Nc3ccc(C(F)(F)F)cc3)ccc2O[C@@H]1CN(C)Cc1ccc(C(F)(F)F)cc1 | 14
CNC[C@H]1OCCCC[C@@H](C)Oc2ccc(NS(=O)(=O)c3cccs3)cc2C(=O)N([C@H](C)CO)C[C@@H]1C | 9
CC(C)NC(=O)Nc1ccc2c(c1)CC(=O)N([C@@H](C)CO)C[C@H](C)[C@H](CN(C)S(=O)(=O)c1ccc(Cl)cc1)O2 | 3
C=C(C)[C@@H]1CC=C(/C=N/NC(=O)CCCCC(=O)NO)CC1 | 0
Cc1ccc(NC(=O)CN2C(=O)/C(=C\c3ccccc3)SC2=S)cc1 | -2
C[C@@H]1CN([C@@H](C)CO)C(=O)c2cc(NS(=O)(=O)c3cccs3)ccc2O[C@H]1CN(C)Cc1ccccc1 | 5
C[C@@H]1CN([C@@H](C)CO)C(=O)c2cccc(NC(=O)NC3CCCCC3)c2O[C@@H]1CN(C)C(=O)Nc1ccccc1 | -1
CCc1ccc(NC(=O)Cn2cc3c(n2)CCCC3)cc1 | -12
COc1cc(CNC2C3CC4CC(C3)CC2C4)ccc1OCc1cccs1 (stereo unspecified) | 13
C[C@H]1CN([C@@H](C)CO)C(=O)c2cccc(NC(=O)Nc3ccc(C(F)(F)F)cc3)c2O[C@@H]1CN(C)C | 8
CCN(CC)C(=O)CSc1ncnc2c1nnn2Cc1ccc(F)cc1 | 15
CC(=O)N1C(=S)NC(=O)/C1=C/c1c(Cl)cccc1Cl | 6
O=C(O)c1cc([N+](=O)[O-])ccc1NCCCc1ccccc1 | 23
Cc1cccc(Cc2c(C)c3c(C)[nH]nc3oc2=O)c1 | 52
C[C@H](CO)N1C[C@H](C)[C@H](CN(C)Cc2ccc(-c3ccccc3)cc2)Oc2c(NS(=O)(=O)c3ccc(Cl)cc3)cccc2C1=O | 6
O=C(Cn1ccc([N+](=O)[O-])n1)Nc1ccc(F)c(Cl)c1 | -4
CC(C(=O)Nc1cc(Cl)ccc1Oc1ccccc1)N(c1ccccc1)S(C)(=O)=O (stereo unspecified) | 55
CN1[C@@H]2CC[C@H]1CC(OC(=O)C(CO)c1ccccc1)C2 (stereo partly specified) | -2
C[C@@H]1CN([C@H](C)CO)C(=O)c2cccc(NC(=O)NC3CCCCC3)c2O[C@H]1CN(C)S(=O)(=O)c1cccs1 | -5
COc1ccc(-c2nc(SCc3ccc(OC)c([N+](=O)[O-])c3)n[nH]2)cc1 | 2
C[C@@H]1CN([C@@H](C)CO)C(=O)c2cccc(NC(=O)Nc3ccccc3)c2O[C@@H]1CN(C)Cc1ccc(C(=O)Nc2ccccc2N)cc1 | 18
C[C@H]1CN([C@@H](C)CO)C(=O)Cc2cc(NC(=O)CCN3CCOCC3)ccc2O[C@@H]1CN(C)S(=O)(=O)c1ccc(F)cc1 | -4
Cc1ccccc1NC(=O)Nc1ccc(OCc2ccccc2)cc1 | 2
CNC[C@@H]1Oc2ccc(NC(=O)NC3CCCCC3)cc2CC(=O)N([C@@H](C)CO)C[C@@H]1C | 26
O=S(=O)(N[C@@H]1CCCN(Cc2ccc(OCCO)cc2)C1)c1cccc2cccnc12 | 9
Cc1ccc(NC(=O)CSc2nc3ccccc3s2)cc1Cl | -5
CC(C)c1ccccc1NC(=O)CSc1nc(-c2ccccc2)cc(=O)[nH]1 | 2
Cn1c(SCC(=O)Nc2ccc(Cl)cc2)nc2sc3c(c2c1=O)CCCC3 | -1
CC1(C)CC(=O)C=C(NC(=O)Nc2ccccc2)C1 | 3
C=CCN1Cc2ccccc2[C@H]2OC(c3ccc(OCCCO)cc3)=N[C@@]2(CCC(=O)OC(C)(C)C)C1=O | 22
COc1ccc(S(=O)(=O)Nc2ccc3c(c2)C(=O)N([C@H](C)CO)C[C@H](C)[C@@H](CN(C)C(=O)Nc2ccccc2)O3)cc1 | 14
Nc1nc(SCC(=O)NCC2CCCO2)n[nH]1 (stereo unspecified) | 1
C[C@H]1CN([C@@H](C)CO)C(=O)Cc2cc(NC(=O)Nc3ccc(F)cc3)ccc2O[C@H]1CN(C)C(=O)NC1CCCCC1 | 4
Cc1ccccc1-c1nc(S(=O)(=O)c2ccc(Cl)cc2)c(NCC2CCCO2)o1 (stereo unspecified) | 34
C[C@H]1CN([C@@H](C)CO)C(=O)c2cccc(NC(=O)C3CCCCC3)c2O[C@H]1CN(C)S(=O)(=O)c1ccccc1 | 3
COc1cc(C2CC(=O)c3c(O)cc(O)cc3O2)ccc1O (stereo unspecified) | -3
Following part.
SMILES | ROS inducer
Cc1cccc(CCNC(=O)c2cc(=O)[nH]c3ccc(Br)cc23)c1 | -7
COc1ccccc1CNC(=O)c1cnn2c(C(F)F)cc(C)nc12 | -15
COc1ccc(S(=O)(=O)N(C)C[C@@H]2Oc3ccc(NS(C)(=O)=O)cc3C(=O)N([C@@H](C)CO)C[C@@H]2C)cc1 | -6
O=c1cc(CSc2nc3ccccc3[nH]2)c2ccccc2[nH]1 | 6
C[C@H](CO)N1C[C@H](C)[C@H](CN(C)Cc2ccc(C(=O)O)cc2)Oc2c(NC(=O)NC3CCCCC3)cccc2C1=O | -13
C[C@H](CO)N1C[C@H](C)[C@@H](CN(C)C(=O)Nc2ccc(F)cc2)Oc2ccc(NC(=O)Cc3ccccc3)cc2C1=O | 5
C[C@H](CO)N1C[C@H](C)[C@H](CN(C)Cc2ccc3c(c2)OCO3)Oc2ccc(NC(=O)Cc3cn(C)c4ccccc34)cc2CC1=O | 44
C[C@@H]1CN([C@H](C)CO)C(=O)c2cc(NC(=O)Nc3ccc(C(F)(F)F)cc3)ccc2O[C@@H]1CN(C)S(=O)(=O)c1cccs1 | -10
CCOc1nc2c(c(-c3ccco3)c1C#N)Cc1ccccc1-2 | 34
Cc1cc([N+](=O)[O-])nn1CC(=O)NC(C)C | -4
C[C@@H]1CCCCO[C@@H](CN(C)C(=O)Nc2ccc(F)cc2)[C@@H](C)CN([C@H](C)CO)C(=O)c2cc(NS(C)(=O)=O)ccc2O1 | -8
C=C(C)[C@@H]1CC=C(/C=N/NC(=O)c2ccc(C(=O)NO)cc2)CC1 | -1
O=C(c1cccc(C(=O)N2CCc3ccccc32)c1)N1CCc2ccccc21 | 3
O=S(=O)(Nc1ccc(O)c(Sc2nc3ccccc3s2)c1)c1cccc2cccnc12 | 46
C[C@H]1CN([C@@H](C)CO)C(=O)c2cccc(NC(=O)Nc3cccc4ccccc34)c2O[C@H]1CN(C)Cc1ccncc1 | -9
CCCNC(=O)c1ccc2c(c1)sc1nc(-c3ccccc3)cn12 | 70
Cc1cccc(N2C(=O)N(c3cccc(Cl)c3)C3CS(=O)(=O)CC32)c1 (stereo unspecified) | -13
COc1ccc(NC(=O)N(C)C[C@H]2Oc3c(NS(=O)(=O)c4ccc(F)cc4)cccc3C(=O)N([C@@H](C)CO)C[C@H]2C)cc1 | 5
COc1ccc(S(=O)(=O)N(C)C[C@H]2Oc3ccc(NC(=O)CCN4CCOCC4)cc3CC(=O)N([C@@H](C)CO)C[C@@H]2C)cc1 | 13
Nc1c(C(=O)NCCC2=CCCCC2)nnn1-c1cccc(C(F)(F)F)c1 | -12
CC(Nc1nc2nonc2nc1NC(C)c1ccccc1)c1ccccc1 (stereo unspecified) | -1
COC(=O)CSc1c(-c2ccccc2)c2cc(Cl)ccc2[nH]c1=O | 20
C[C@@H]1CN([C@H](C)CO)C(=O)c2cc(NC(=O)Nc3ccc(C(F)(F)F)cc3)ccc2O[C@H]1CN(C)Cc1ccc(-c2ccccc2)cc1 | 10
COc1ccc(S(=O)(=O)N(C)CC(N)=O)cc1Cl | -10
Cc1noc(C)c1NC(=O)Nc1ccc2c(c1)C(=O)N([C@@H](C)CO)C[C@@H](C)[C@@H](CN(C)C(=O)Nc1ccc(F)cc1)O2 | -9
CC(NS(=O)(=O)c1ccc(Cl)cc1)C(=O)Nc1ccc(Oc2ccccc2)cc1 (stereo unspecified) | 3
O=C1CCCN2C(=N1)SC(=S)N2CN(Cc1ccccc1)Cc1ccccc1 | 5
Cc1cc(S(N)(=O)=O)c2ncccc2c1 | ?
C[C@@H]1CN([C@@H](C)CO)C(=O)c2cc(NS(=O)(=O)c3cn(C)cn3)ccc2O[C@H]1CN(C)Cc1ccc2c(c1)OCO2 | -7
Cc1csc2sc(COC(=O)Nc3ccccc3)c(C)c12 | 4

Part of the list above, with tabs:
Structure	ROS inducer
CCCNC(=O)c1ccc2c(c1)sc1nc(-c3ccccc3)cn12	70
Cc1cccc(N2C(=O)N(c3cccc(Cl)c3)C3CS(=O)(=O)CC32)c1 (stereo unspecified)	-13

(next part)
SMILES | ROS inducer
C[C@H](CO)N1C[C@H](C)[C@H](CN(C)C)OCc2cnnn2CCCC1=O | 6
N#Cc1c(N)nc2c(c1-c1ccncc1)CCCC2 | -2
C[C@H]1CN([C@@H](C)CO)C(=O)CCCn2nncc2CO[C@H]1CN(C)S(=O)(=O)c1ccc(Cl)cc1 | 17
C[C@H](CO)N1C[C@H](C)[C@@H](CN(C)S(C)(=O)=O)Oc2ccc(NC(=O)Nc3ccc(F)cc3)cc2C1=O | 18
C[C@H](CO)N1C[C@H](C)[C@H](CN(C)Cc2ccc(-c3ccccc3)cc2)Oc2c(NC(=O)Nc3ccccc3)cccc2C1=O | 7
C[C@@H]1CCCCO[C@H](CN(C)Cc2ccc(C(=O)O)cc2)[C@@H](C)CN([C@H](C)CO)C(=O)c2cc(NS(=O)(=O)c3ccc(Cl)cc3)ccc2O1 | -9

4 entries from above, with each value named.
> N#Cc1c(N)nc2c(c1-c1ccncc1)CCCC2
  ROS inducer: -2
> C[C@H]1CN([C@@H](C)CO)C(=O)CCCn2nncc2CO[C@H]1CN(C)S(=O)(=O)c1ccc(Cl)cc1
  ROS inducer: 17
> C[C@H](CO)N1C[C@H](C)[C@@H](CN(C)S(C)(=O)=O)Oc2ccc(NC(=O)Nc3ccc(F)cc3)cc2C1=O
  ROS inducer: 18
> C[C@H](CO)N1C[C@H](C)[C@H](CN(C)Cc2ccc(-c3ccccc3)cc2)Oc2c(NC(=O)Nc3ccccc3)cccc2C1=O
  ROS inducer: 7

Screening results deposited in PubChem BioAssay by Broad Institute.
